MT stabilizer – microtubule stabilizers in HeLa cells, primary screen, imaging, high-content imaging. HeLa tubulin immunostaining HCS, 24 h; share of cells brighter than vehicle mean+2SD. % tubulin-high responders, % at 10 µM. 200,000 compounds, 0.83% hits. AID 2205, 2009;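 active = plate Z-score above 3 for both tubulin-high and condensed-nucleus cell shares, with cell loss under 80%, at 10 µM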;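 note: anti alpha tubulin signal scored within the nucleus-defined area of each cell; some results filed as inactive read as strong as hits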
Autophagy HCS – autophagy modulators in MEF cells, primary screen, imaging, high-content, MEF GFP-LC3 | calls only at 10 µM (by protocol) | MEF GFP-LC3 puncta imaging; test concentration mostly 10 µM | 190,000 compounds, 0.98% hits;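 active = percentage of spot-positive cells more than 3 SD above its plate mean, without a fluorescence outlier flag or 80% toxicity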;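 note: spot-positive cell cutoff set from DMSO-treated cells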
CSM14.1 death rescue – rescue of cells from ER stress-induced death, primary screen, 384-well, CSM14.1, thapsigargin, ATP luminescence (AID 1222). CSM14.1 thapsigargin-induced death rescue, ATP luminescence; higher % means a stronger effect. one-dose cellular ATP content (survival), % at 20 µM; EC50 in µM for titrated hits. 190,000 tested, under 10 active;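 active = EC50 below 50 µM in the dose-response confirmation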;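 note: death triggered by thapsigargin at about 15 µM added after 2 h compound pretreatment; cell ATP read after overnight thapsigargin exposure of roughly 18 to 22 hours; normalized against plate controls of thapsigargin alone and 5% DMSO vehicle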
b-catenin transl – modulators of beta-catenin nuclear translocation, primary screen, imaging, HeLa cells, immunofluorescence, high-content | 190,000 compounds, 0.3% hits | nuclear translocation activity, % at 5 µM;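 active = nuclear translocation activity above 50% at 5 µM, with a well cell count of 50 or more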;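 note: per-cell ratio of nuclear to cytoplasmic median beta-catenin stain intensity; plate controls were DMSO negative control for no effect and GSK-3 inhibitor IX positive control for full effect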
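Test system: human HeLa cell line; Doses: 5 µM primary, 0.02–20 µM confirmation; Incubation: 24 h compound exposure, 37°C; Detection: beta-catenin immunofluorescence imaging with DAPI; Read-out: beta-catenin nuclear/cytoplasmic ratio, % activation.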
Lipid droplet – inhibitors of hepatocyte lipid droplet formation, primary screen, imaging, high-throughput imaging, BODIPY stain. AID 1656, 2009. 240,000 compounds, 0.4% hits. inhibition, % at 6.5 µM. AML12 mouse hepatocytes, oleate lipid droplets;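 active = lipid droplet intensity inhibited by at least 50%, with more than 500 cells counted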
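System: AML12 hepatocytes (mouse). Probe or stimulus: oleic acid at 100 µM to induce lipid droplet formation. Times: overnight treatment with compound plus oleate. Detection: Image-based BODIPY and DAPI two-channel analysis. Evaluation: percent inhibition of filter-corrected integrated lipid droplet intensity per well.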
Salmonella PhoP GFP – inhibitors of PhoP regulon expression, primary screen, Salmonella Typhimurium, GFP reporter (AID 1863); S. Typhimurium PhoP-regulated promoter GFP reporter, 4 h; higher % means a stronger effect; inhibition, % at 50 µM, or IC50 in µM where a hit was titrated; 300,000 compounds, 0.16% hits;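 active = inhibition over 29.93%, a cutoff 3 SD above the screen mean, later confirmed by dose response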;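 note: 0% = low Mg2+ inducing control and 100% = high Mg2+ repressing control; strong numbers were not always called active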
T cell HTS – modulators of CD8 T cell-vesicle binding, primary screen, mouse 2C CD8+ T cells, flow cytometry. 2C CD8+ T cell-vesicle binding; active compounds read low. calls only at 7 µM. 330,000 compounds, 0.068% hits. AID 2052, 2009;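 active = response, share of CD8 T cells binding vesicles, and their 90th percentile fluorescence all below set limits, cut at about 80% in these data, passing the limit was not always enough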
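System: murine 2C transgenic CD8+ T lymphocytes; also added: QL9-loaded Drosophila micro-vesicles; times: binding 1.5 h at 37 °C; measured by: flow cytometry, PE anti-B7-1 (FL2) versus Alexa647 anti-CD8 (FL8), PFA-fixed; control set: Peptide-free naked vesicles (low) and QL9 vesicles with 0.7% DMSO vehicle (high)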
Ins promoter up – insulin promoter activators in MIN6 cells, imaging, high-content screening, mouse beta cells; z-score at 5 µM; MIN6 insulin promoter-GFP reporter; active compounds read high; 190,000 compounds, 0.3% hits; AID 1625, 2009;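 active = z-score above 3 at 5 µM with at least 500 cells counted in the well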
Dynein transport – inhibitors of GR-EGFP nuclear translocation, primary screen, dynein cargo transport inhibitor project, imaging, high-content, 3617.4 mouse cells; test concentration mostly 20 µM; stimulated with dexamethasone, 1 µM; active compounds read low; z-score, hits read low; 220,000 compounds, 0.47% hits; AID 1381, 2008;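 active = plate z-score of nuclear minus cytoplasmic receptor signal below a set negative limit, without overly bright fluorescence or cell loss, cut at about -3.5 in these data, passing the limit was not always enough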;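 note: z-score of nuclear minus cytoplasmic ring GR-EGFP intensity difference per well; some compounds called inactive have numbers as strong as hits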
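Also added – dexamethasone, 1.0 µM final · Buffer or medium – tet-free, stripped-serum medium · Schedule – induction 48 h, compound 1 h, agonist 30 min · Detection – formaldehyde fixation, Hoechst nuclear stain, 10x automated fluorescence imaging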
Dynein transport cytoplasmic EGFP – further read-out of Dynein transport, marked with its call; z-score; measured here: cytoplasmic GR-EGFP intensity; active compounds read high
Dynein transport nuclear GR-EGFP – also measured in Dynein transport; calls as there; z-score; measured here: nuclear GR-EGFP intensity;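 lower value marks the stronger effect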
Dynein transport cell count – also measured in Dynein transport; calls as there; z-score; measured here: cell count per field
Ins promoter up cell count – also measured in Ins promoter up; calls as there; cell count; measured here: cytotoxicity, nuclei count;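 total cells summed across four imaged fields per well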
Lipid droplet cells 6.5 µM – further read-out of Lipid droplet, marked with its call; cell count; measured here: cell count, cytotoxicity flag;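 cells counted across two imaged fields per well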
b-catenin transl cell count 5 µM – second read-out of b-catenin transl, no call of its own (marks repeat the call); cell count; measured here: cell count, cytotoxicity flag
T cell HTS vesicle-bound % – also measured in T cell HTS; calls as there; double positive events, %; measured here: CD8+ vesicle-bound cell fraction;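 binding gate set so that unloaded-vesicle control wells show 10% double positive cells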
MT stabilizer Hoechst-high % – second read-out of MT stabilizer, no call of its own (marks repeat the call); % Hoechst-high responders; measured here: nuclear condensation Hoechst responders;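 share of cells brighter than vehicle mean plus two SD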
MT stabilizer cytotoxicity % – recorded beside MT stabilizer, whose call it bears; toxicity, %; measured here: cytotoxicity by cell density;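 0% = mean cell density of plate MIN control wells and 100% = no cells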
Autophagy HCS cell loss 18 h – further read-out of Autophagy HCS, marked with its call; toxicity, %; measured here: cell loss, nuclei count;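 cell loss after 18 h compound exposure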
Active calls of the source: *; i = inactive; x = no result given; + = active, no number; & = joins results of further samples.

cpd	molecule	MT stabilizer	MT stabilizer Hoechst-high %	MT stabilizer cytotoxicity %	Autophagy HCS	Autophagy HCS cell loss 18 h	CSM14.1 death rescue	b-catenin transl	b-catenin transl cell count 5 µM	Lipid droplet	Lipid droplet cells 6.5 µM	Salmonella PhoP GFP	T cell HTS	T cell HTS vesicle-bound %	Ins promoter up	Ins promoter up cell count	Dynein transport	Dynein transport cytoplasmic EGFP	Dynein transport nuclear GR-EGFP	Dynein transport cell count
1	Cc1ccc(C)n1-c1ccc(C(=O)NC2CCN(Cc3ccccc3)CC2)cc1	2.4	3.2	10	i	17	-0.1%	x	x	-26	567	5%	i	44	0.02	905	-0.75	-0.13	-0.73	1.2
2	CCCN(CCC)CCCNC(=O)C1c2cc(OC)c(OC)cc2C(=O)N(C)C1c1cccs1 (stereo unspecified)	1.1	1.1	25	i	-5	-0.7%	x	x	18	816	-5%	i	55	0.56	837	-0.39	-0.31	-0.21	-1.3
3	C=CCn1c(-c2sc(-c3ccccc3)nc2C)n[nH]c1=S	2.2	1.5	0.5	i	-1	x	-4.2	1042	-2	728	-6%	i	27	-1.2	1237	-0.74	-0.22	-1	0.49
4	Cc1c(C)n(C(=O)CN2CCN(c3ccccn3)CC2)c2ccccc12	3.0	2.1	9.0	i	3	x	-1.0	1017	-43	552	5%	i	27	-1.1	1226	-1.5	-0.17	-0.69	0.89
5	O=C(NCc1nc2ccccc2[nH]1)C1=C[C@@H](c2ccc3c(c2)OCO3)C[C@@H](OCc2ccc(CO)cc2)O1	x	x	x	x	x	x	2.7	1344	13	687	-1%	x	x	-0.57	993	0.24	-0.76	0.27	-0.56
6	CSCCC(NC(=O)C12CC3CC(CC(C3)C1)C2)C(=O)OCC(=O)c1ccc(C)cc1 (stereo unspecified)	4.0	2.4	5.6	i	-12	15%	-0.9	981	9	609	-10%	i	58	x	x	-0.71	-0.033	-0.7	0.72
7	COc1cc(N=c2ssnc2Cl)c(OC)cc1Cl	4.1	1.9	5.5	i	5	0.5%	-4.6	935	x	x	4%	i	15&5	-0.44	1473	-2.9	1.1	-1.5	-0.49
8	CNCc1c(OCc2ccc(F)cc2)ccc2ccccc12	4.1	2.5	6.4	i	-1	-2.9%	-0.5	1484	4	653	18%	i	38	-2.5	1125	-0.9	-0.23	-0.11	0.25
9	CCOc1ccc(NC(=O)CC2C(=O)N(c3ccc(OC)cc3)C(=O)N2CCc2ccc(OC)c(OC)c2)cc1 (stereo unspecified)	3.2	1.9	5.2	i	-4	-1.0%	1.2	1059	7	617	-3%	i	62	-1	1038	-0.61	-0.34	-0.72	0.62
10	COc1cc(/C=C/c2ccc3c([N+](=O)[O-])cccc3n2)ccc1OCC(=O)O	x	x	x	x	x	x	0.2	1313	-1	706	3%	i	33	-0.28	933	-0.24	0.31	0.74	-0.015
11	N#Cc1c(-c2ccccc2)nc(SCC(=O)N2c3ccccc3Sc3ccccc32)[nH]c1=O	x	x	x	x	x	x	-0.6	1317	8	705	-15%	i	40	0.09	1046	0.62	-0.25	0.21	0.61
12	Cc1ccc(/C=N/NC(=O)c2csc3c2CCCC3)cc1	20*	54*	31*	+	28*	0.3%	43	1166	x	x	-27%	i	58	1.1	980	0.14	-0.1	0.4	0.19
13	Cc1ccc(NNC(N)=S)cc1Cl	x	x	x	x	x	x	0.2	1321	10	607	-6%	i	35	-1.6	1083	-0.22	-0.22	0.42	-0.64
14	COc1ccccc1C(=O)N1CCCN(C(=O)c2ccccc2OC)CC1	2.9	2.2	12	i	4	-2.4%	x	x	-4	712	8%	i	24	0.33	1265	-0.58	0.28	0.0092	1.6
15	COc1ccc(CNC(=O)c2ccc(CS(=O)(=O)Cc3ccccc3F)o2)cc1	3.4	2.8	5.7	i	0	-0.3%	x	x	-4	734	-2%	i	46	-0.04	1258	0.44	-0.1	0.37	-1.2
16	CC1CCCC(C)N1C(=O)c1cc2ncc(CCCl)cn2n1 (stereo unspecified)	3.2	2.7	3.0	i	1	-4.0%	x	x	2	737	-8%	i	36	-0.03	1055	-0.31	-0.19	-0.49	0.45
17	CC12CCC(c3c(CO)nn(-c4ccccc4)c31)C2(C)C (stereo unspecified)	2.6	1.3	8.4	i	38	-0.3%	-0.1	1122	-6	753	-1%	i	39	0.84	928	0.87	-0.17	1.1	-0.26
18	CC(NC(=O)COC(=O)c1ccc2c(c1)OCO2)c1ccccc1 (stereo unspecified)	2.0	1.8	4.9	i	16	-2.8%	-3.9	939	14	678	-2%	i	26	-0.04	1131	0.11	-0.18	0.14	0.88
19	O=C(O)CCC(=O)Nc1ccccc1C(=O)NCc1ccco1	2.6	1.7	3.0	i	26	-1.6%	-2.7	604	-6	734	-7%	i	18	x	x	-0.41	-0.21	0.084	0.68
20	Cc1cccc(C(=O)NCC(c2ccco2)N(C)C)c1 (stereo unspecified)	4.1	3.2	8.6	i	-3	-1.1%	-4.3	1062	-4	678	-6%	i	35	-0.22	1563	1.6	-0.23	0.86	-0.77
21	CC(COc1ccccc1)N1CCC(CO)(CCc2ccccc2)CC1 (stereo unspecified)	2.5	1.0	5.5	i	-1	-2.3%	0.3	1512	-29	658	-6%	i	56	-0.44	1481	0.58	-0.15	0.87	-0.5
22	CCn1c(CNC(=O)C(C)(C)C)nc2ccccc21	1.4	2.3	5.9	i	12	0.5%	x	x	x	x	-2%	i	34	-0.51	846	-0.24	-0.22	0.061	0.1
23	CC(C)Cc1nc2sc3c(c2c(=O)n1N)CC(C)(C)OC3	x	x	x	x	x	x	0.3	1316	-2	698	-9%	i	28	-0.19	1039	-0.14	-0.24	0.011	0.24
24	Cc1ccsc1-c1nc(CSCC(=O)NCCN2CCCC2)c(C)o1	4.8	4.2	10	i	-2	0.0%	-1.4	966	x	x	4%	i	49	-0.74	1231	2.7	-0.22	1.5	-1.9
25	C=CCNC(=O)N[C@@H](Cc1ccccc1)C(=O)OC	x	x	x	x	x	x	-1.2	1299	x	x	-9%	i	54	0.56	1419	-0.0099	-0.24	-0.22	-0.033
26	N#Cc1ccccc1NC(=O)Nc1ccc(Cl)cc1	3.4	1.7	5.4	i	2	-1.5%	0.4	1345	x	x	4%	i	19	1.4	1394	1.9	0.057	0.5	-1.4
27	CN1CCN(S(=O)(=O)c2cccc(C(=O)O)c2)CC1	4.2	2.5	3.2	i	2	0.1%	0.2	1090	2	701	-8%	i	24	-0.51	956	1.2	-0.19	1.2	-1.2
28	O=Cc1sc([O-])nc1-[n+]1ccc2ccccc2c1	x	x	x	x	x	x	0.0	1295	-2	730	-2%	i	24	-0.21	959	-0.92	-0.22	0.13	0.12
29	Cc1ccc(C)c(Cn2nnc3c(=O)[nH]c(C(=O)NCC4CCCO4)nc32)c1 (stereo unspecified)	3.9	1.1	4.6	i	-7	-2.3%	-0.6	1225	2	718	-8%	i	59	x	x	1.3	-0.14	0.84	-1.1
30	CCNC(=O)CC1C(=O)N(c2ccc(F)cc2)C(=O)N1Cc1cccs1 (stereo unspecified)	3.3	2.2	10	i	-9	-0.9%	-2.4	1041	13	640	4%	i	51	-0.13	1642	-0.015	-0.33	0.19	0.87
31	COc1ccccc1Nc1nc(N)nc(CN2CCCCC2)n1	3.6	1.7	5.4	i	5	-2.5%	-1.1	1050	-33	757	0%	i	58	0.41	1120	-0.6	0.17	-0.39	0.23
32	COc1ccc(CNC2CCCC2)c(OC)c1OC	0.7	1.3	5.9	i	3	-2.6%	2.2	1140	-2	739	11%	i	36	0.54	1313	-1.1	-0.16	-0.64	0.45
33	CC(C)[C@H](NC(=O)Nc1ccccc1F)C(=O)O	1.1	1.3	5.3	i	-7	-1.0%	x	x	19	846	-11%	i	30	0.61	923	-0.59	-0.24	-0.2	0.85

From compound 15 as far as 16, as listed above:
cpd	molecule	MT stabilizer	MT stabilizer Hoechst-high %	MT stabilizer cytotoxicity %	Autophagy HCS	Autophagy HCS cell loss 18 h	CSM14.1 death rescue	b-catenin transl	b-catenin transl cell count 5 µM	Lipid droplet	Lipid droplet cells 6.5 µM	Salmonella PhoP GFP	T cell HTS	T cell HTS vesicle-bound %	Ins promoter up	Ins promoter up cell count	Dynein transport	Dynein transport cytoplasmic EGFP	Dynein transport nuclear GR-EGFP	Dynein transport cell count
15	COc1ccc(CNC(=O)c2ccc(CS(=O)(=O)Cc3ccccc3F)o2)cc1	3.4	2.8	5.7	i	0	-0.3%	x	x	-4	734	-2%	i	46	-0.04	1258	0.44	-0.1	0.37	-1.2
16	CC1CCCC(C)N1C(=O)c1cc2ncc(CCCl)cn2n1 (stereo unspecified)	3.2	2.7	3.0	i	1	-4.0%	x	x	2	737	-8%	i	36	-0.03	1055	-0.31	-0.19	-0.49	0.45

Source: PubChem (several laboratories)
